High-throughput results: PubChem BioAssay, several laboratories
hgDAF12 agonist = hgDAF-12 agonism, primary luciferase screen; HEK293 GAL4-hgDAF12 UAS-luciferase reporter, agonist luminescence; normalized to butyrate control; activation, % at 6.8 µM; 1.8% of 370,000 active; AID 687014;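 active means activation above a cutoff set at the mean of all screened compounds plus 3 SD, cut at about 10% in these data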;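 further: 0% = DMSO wells and 100% = sodium butyrate wells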
FXN GAA850 act = increases GAA850 frataxin promoter reporter activity. HEK293 lucGAA850 FXN promoter luciferase reporter, 24 h; percent of 10 µM SAHA response. activation, % at 6 µM. 0.56% of 360,000 active;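 active means activation above the average of all compounds screened plus 3 SD, cutoff fixed separately per campaign, cut at about 7.5% in these data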;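 further: 0% = DMSO wells and 100% = 10 µM SAHA wells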
ADAM10 inh = inhibits human ADAM10 | O14672 | recombinant ADAM10, EDANS/DABCYL FRET peptide cleavage, 3 h | inhibition, % at 7 µM | 0.62% of 370,000 active;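 active means inhibition above a per-campaign cutoff equal to the mean of compounds falling between control-based bounds plus 3 SD, cut at about 20% in these data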;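 further: 0% = DMSO wells while the 100% control is not disclosed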
hcDAF-12 act = H. contortus DAF-12 activation, primary screen; HEK293 hcDAF-12 lit1-tk-luc reporter, luminescence; 0% DMSO, 100% Δ7-dafachronic acid; activation, % at 6.8 µM; 1.4% of 370,000 active; AID 652067;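 active means activation above the mean of all tested compounds plus 3 SD, cut at about 5.5% in these data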;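 further: 100% = response to 3 µM Δ7-dafachronic acid high control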
DAX1 inh-1 = DAX1 (NR0B1) inhibition, primary screen; inhibition, % at 6.8 µM; AID 652010; HEK293T StAR-luciferase reporter, SF-1/DAX-1 repression relief; 1.1% of 370,000 active;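 active means inhibition above the mean over all tested compounds plus 3 SD, cut at about 3.6% in these data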;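 further: 0% = DAX-1 cells with DMSO and 100% = cells lacking DAX-1 with DMSO; higher inhibition means more luminescence from relief of DAX-1 repression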
GC-B act = GC-B (human) receptor activation | HEK293-GC-B cells, CNP EC30, cGMP TR-FRET; 0% at EC30 CNP, 100% saturating CNP | activation, % at 10 µM | 0.11% of 370,000 active | AID 1920062;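 active means activation at 10 µM reaching about 35% in either raw or pattern-adjusted values, limit read from the data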
Target sequence (P20594 whole entry, looked up): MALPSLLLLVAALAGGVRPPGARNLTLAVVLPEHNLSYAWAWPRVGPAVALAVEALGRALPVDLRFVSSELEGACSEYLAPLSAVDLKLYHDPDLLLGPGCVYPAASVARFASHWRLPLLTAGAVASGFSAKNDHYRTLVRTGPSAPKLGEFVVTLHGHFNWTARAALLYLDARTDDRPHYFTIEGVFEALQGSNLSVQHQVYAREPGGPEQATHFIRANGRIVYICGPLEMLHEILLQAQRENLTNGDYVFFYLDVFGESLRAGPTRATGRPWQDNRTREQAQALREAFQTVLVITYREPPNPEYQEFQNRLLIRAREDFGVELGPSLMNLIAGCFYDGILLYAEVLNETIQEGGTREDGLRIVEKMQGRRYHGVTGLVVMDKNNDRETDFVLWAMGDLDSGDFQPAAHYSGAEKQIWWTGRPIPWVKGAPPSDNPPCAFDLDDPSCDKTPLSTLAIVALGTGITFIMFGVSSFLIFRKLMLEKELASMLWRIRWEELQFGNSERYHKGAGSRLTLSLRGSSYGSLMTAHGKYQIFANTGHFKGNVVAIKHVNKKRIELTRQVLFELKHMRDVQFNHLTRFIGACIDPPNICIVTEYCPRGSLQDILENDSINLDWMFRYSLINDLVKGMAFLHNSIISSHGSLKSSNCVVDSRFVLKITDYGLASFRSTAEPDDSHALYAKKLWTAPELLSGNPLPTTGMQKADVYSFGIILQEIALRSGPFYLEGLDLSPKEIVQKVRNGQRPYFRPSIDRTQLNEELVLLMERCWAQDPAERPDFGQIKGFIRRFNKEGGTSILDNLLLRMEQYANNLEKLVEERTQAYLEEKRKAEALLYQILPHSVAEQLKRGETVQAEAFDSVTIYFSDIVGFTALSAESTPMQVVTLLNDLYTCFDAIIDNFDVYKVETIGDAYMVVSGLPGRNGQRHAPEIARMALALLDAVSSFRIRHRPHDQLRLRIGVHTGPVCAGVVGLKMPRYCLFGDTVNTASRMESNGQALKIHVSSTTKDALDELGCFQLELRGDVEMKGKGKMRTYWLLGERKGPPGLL
GC-A act = GC-A (human) enzyme activation; P16066; HEK293 GC-A cells, cGMP TR-FRET, EC30 ANP; 0% at EC30 ANP, 100% saturating ANP; activation, % at 10 µM; 0.14% of 370,000 active; AID 1671463; in the data active means activation above about 40%
SMARCA2 act = activators of SMARCA2 function. MG213 cells, MMTV-luciferase reporter, dexamethasone, overnight. activation, % at 9.1 µM. 1% of 370,000 active. AID 652017; in the data active means activation above about 7.8%;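 further: 0% = vehicle wells and 100% = reference activator wells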
sPLA2-III inh = Inhibits HGIII-sPLA2 liposome hydrolysis, primary screen | 0.56% of 370,000 active | Q9NZ20 | QFRET BODIPY PC-A2 liposome hydrolysis, fluorescence | inhibition, % at 12.2 µM | AID 743126;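 active means inhibition above mean plus 3 SD of compounds lying within the high and low control bounds, cut at about 19% in these data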;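 further: 0% = median of test compound wells and 100% = no enzyme DMSO wells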
ssDAF12 agonist = activators of S. stercoralis DAF-12 nuclear receptor. activation, % at 6.8 µM. 1% of 370,000 active. HEK293 ssDAF-12/GRIP1 lit1-tk-luc reporter, luminescence; % of 3 µM dafachronic acid response;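 active means activation above the mean over all tested compounds plus 3 SD, cut at about 0.9% in these data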;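 further: 0% = DMSO-only wells and 100% = 3 µM delta7-dafachronic acid wells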
DAX1 inh-2 = NR0B1 (DAX1) inhibition; P51843; HEK293 Gal4-DAX1 luciferase reporter, luminescence; inhibition, % at 6.75 µM; 0.99% of 340,000 active; AID 504766;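 active means inhibition above the mean over all tested compounds plus 3 SD, cut at about 4.2% in these data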;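 further: 0% = DAX1-transfected cells with DMSO and 100% = empty-vector control cells with DMSO; inhibition shows as a rise in luminescence from relieved DAX1 repression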
Active calls of the source: *; i = inactive; / = not tested or not shown; & = joins results of further samples.

SMILES | hgDAF12 agonist | FXN GAA850 act | ADAM10 inh | hcDAF-12 act | DAX1 inh-1 | GC-B act | GC-A act | SMARCA2 act | sPLA2-III inh | ssDAF12 agonist | DAX1 inh-2
Cn1ccnc1SCC(=O)NC12CC3CC(CC(C3)C1)C2 | -0.7 | 1.4 | -2 | -0.9 | 0.5 | -1 | -2 | 2 | 6 | -1.7 | -0.1
CCOC(=O)c1csc(NC(=O)c2cc3ccccc3o2)n1 | 7.5 | 1.6 | -6 | -0.6 | 1.6 | -1 | 3 | -1 | 5 | -0.9 | -1.1
CC(C)(C)c1c(Cl)c(O)c(-c2ccccc2)c(=O)n1-c1ccccc1 | -3.4 | 1.7 | 4 | 0.3 | 0.0 | -1 | 5 | -3 | -18 | -1.0 | /
CC(C)CNC(=O)C1(C)CCCCCN1C(=O)c1cc2ccccc2s1 (stereo unspecified) | -5.5 | -0.5 | 10 | -2.7 | 0.0 | 0 | 1 | -5 | -9 | -0.9 | /
Cc1ccc(CNC(=O)CN2C(=O)CSc3ccc(S(=O)(=O)N4CCC(C)CC4)cc32)cc1 | 2.1 | -1.1 | 10 | -0.3 | -1.0 | -3 | -1 | 3 | -5 | -1.3 | 0.1
O=C(COc1ccc(-c2nnco2)cc1)NCc1ccccc1Cl | -2.9 | 2.6 | 1 | -1.4 | -0.8 | -4 | -2 | -2 | 4 | -1.4 | -0.5
O=C(NCCc1ccc(Cl)cc1)c1cc(-c2ccncc2)nc2ccccc12 | -4.9 | 0.8 | 4 | -0.7 | -0.1 | -18 | -39 | -4 | 8 | -1.2 | 1.0
COc1cccc(CNC(=O)CCC2CCCN(C(=O)c3ccc(OC)c(F)c3)C2)c1 (stereo unspecified) | 1.5 | 1.2 | -2 | 0.4 | -0.5 | 1 | -3 | 1 | -3 | -1.2 | 2.6
Cc1nc(S(=O)(=O)NC2CCCCC2)c(C#N)c(C)c1Cl | 0.2 | -0.7 | -1 | -1.3 | -0.7 | 0 | -2 | -2 | -6 | -1.2 | -0.6
O=[N+]([O-])c1ccc(Cl)cc1Sc1nc2ccccc2o1 | -2.3 | 1.2 | -1 | -1.5 | -0.2 | 4 | -3 | -1 | 0 | -1.7 | 0.0
CCOC(=O)COc1ccccc1/C=N/O | -0.5 | 0.6 | 10 | 1.3 | 0.4 | 4 | 1 | 3 | 10 | -0.6 | -1.0
CC(C)(C)c1nn2cnnc2n(/N=C/c2ccccc2)c1=O | -1.9 | 2.0 | 5 | -1.4 | -0.1 | 0 | -1 | -3 | 13 | -0.9 | 1.4
CN(Cc1cccnc1)Cc1c(C(=O)N2CCc3ccccc3C2)nc2ccc(Cl)cn12 | -0.5 | 1.2 | -4 | 1.2 | 0.2 | 2 | -3 | -4 | 0 | -1.1 | -2.1
Nc1[nH]c(C(=O)c2ccccc2)c(-c2ccc(Br)cc2)c1C(=O)c1ccccc1 | 0.4 | / | -4 | -0.8 | -0.4 | 1 | -9 | 5 | -1 | -1.4 | /
NC(=O)CSc1nnc(NC(=O)c2ccc(Br)o2)s1 | 4.0 | 1.6 | -2 | 0.6 | 2.4 | -1 | -1 | 0 | 2 | -0.9 | 0.6
CC(C)C(NC(=O)c1ccccc1)C(=O)N1CCCCCC1 (stereo unspecified) | -1.1 | 0.3 | 11 | -0.3 | 0.3 | -3 | 1 | -3 | 3 | -0.3 | 1.1
Cc1cccc(NC(=O)c2ccc3c(c2)OCCO3)c1 | 17* | -0.2 | -1 | 5.2 | 1.9 | 5 | -2 | 4 | 9 | -0.6 | -3.3
CCOC(=O)c1sc2nc(C)nc(Nc3ccc(OC)cc3)c2c1C | -3.2 | -1.7 | -8 | -2.0 | -0.2 | -3 | 9 | -4 | 8 | -1.6 | 1.9
COc1cc(OC)cc(C2=Cc3ccccc3C(CC(=O)c3ccco3)N2c2ccc(-c3cnc(OC)nc3)cc2)c1 (stereo unspecified) | 2.2 | / | -20 | -0.7 | -2.2 | 0 | 1 | 0 | 20* | -1.5 | /
O=C(O)c1cccc(-n2cc(-c3cccc(C(F)(F)F)c3)cn2)c1 | 13* | 5.3 | -7 | 4.5 | 1.1 | -1 | 0 | 4 | -15 | 0.7 | 1.0
O=C(c1ccccc1)N1CCC(O)(c2cccnc2)CC1 | 0.1 | -0.9 | 8 | -0.7 | -0.1 | 6 | 3 | -5 | 1 | -0.7 | 0.0
N=c1sccn1CC(=O)NCc1ccc(Cl)cc1Cl | 2.0 | 0.8 | 4 | 0.1 | -0.3 | 2 | 1 | 1 | 3 | -1.3 | 0.1
O=C(Oc1cc(=O)oc2c1c(=O)n1c3c(cccc23)CC1)c1ccccc1 | -2.7 | -1.1 | -29 | 0.0 | -0.4 | -4 | -1 | 0 | -1 | -1.5 | 0.0
Cc1cccc(-c2cc(C(=O)Nc3cccnc3)c3ccccc3n2)c1 | -4.9 | 1.6 | 6 | -2.9 | -3.1 | -4 | 2 | 3 | -30 | -1.4 | 0.0
COc1ccc(Cl)cc1C(=O)Nc1cc(=O)n(C)c(=O)n1C | -0.3 | 0.1 | -5 | 1.1 | -0.5 | 6 | 1 | 0 | 0 | -0.2 | 0.1
CN(C(=O)Cc1csc(-c2ccccc2)n1)c1c(N)n(Cc2ccccc2)c(=O)[nH]c1=O | 1.2 | -2.1 | 0 | 0.3 | -1.1 | -4 | 1 | -1 | -1 | -1.0 | 2.3
Cc1cc(C(=O)COC(=O)c2ccc(O)cc2)c(C)n1-c1ccccc1F | -0.4 | 3.3 | 4 | 0.5 | 0.4 | 2 | 1 | -3 | -33 | -1.7 | 0.6
Cc1ccc2sc(N(CCCN(C)C)C(=O)CCS(=O)(=O)c3ccccc3)nc2c1C | -3.4&-4.0 | 1.0 | 9&-9 | 0.2&-0.7 | -0.8&-1.4 | -11&-5 | -20&-21 | -4&-9 | -13&4 | -1.3&-1.4 | -1.6
CCCCn1c(=N)c(S(=O)(=O)c2ccc(Br)cc2)cc2c(=O)n3cccc(C)c3nc21 | -0.1 | 0.5 | -20 | 2.1 | -0.5 | 0 | 2 | -3 | 5 | -0.8 | 0.6
CS(=O)(=O)c1cccc(C(=O)Nc2ccc(S(=O)(=O)N3CCCCC3)cc2)c1 | -1.2 | 0.6 | -7 | 0.7 | -2.3 | 6 | 1 | -3 | -11 | -1.3 | -2.4
CC(C)(C)[C@H]1COC(=O)[C@H](NC(=O)OCC2c3ccccc3-c3ccccc32)C/C=C\C[C@@H](CC(=O)N[C@@H](CO)Cc2ccccc2)C(=O)N1 | 0.8 | -1.7 | -8 | -1.9 | 0.1 | 0 | -1 | -1 | -14 | -1.6 | 0.6
COc1ccccc1Nc1nccc(N(C)C)c1C#N | -0.8 | 1.2 | 4 | 0.9 | 1.0 | 4 | 4 | 2 | 3 | -1.6 | 0.8
COc1ccc2c(c1)CCc1c(C(=O)Nc3cc(C)n(Cc4ccc(Cl)cc4)n3)noc1-2 | 0.7 | 0.1 | -5 | -0.7 | 0.2 | -10 | 0 | 0 | 2 | -1.9 | 1.0
O=C(Nc1cccc(Br)c1)c1ccc2snnc2c1 | 2.8 | 2.5 | -7 | 0.1 | -2.8 | 5 | 4 | 1 | -5 | -1.5 | 0.5
Cc1c(C)c2c(OCC(=O)N3CCC(C(N)=O)CC3)cc3c(c2oc1=O)CCC(C)(C)O3 | -2.0 | 2.9 | i | -0.9 | -0.2 | -4 | 2 | 0 | 7 | -1.4 | 0.1
CCN1CCN(c2ccc(S(=O)(=O)N3CCCCC3)cc2NC(=O)COc2ccccc2)CC1 | -1.2 | -1.8 | -6 | -0.7 | -0.1 | 6 | 1 | -1 | -5 | -1.6 | -0.9
C/C(=N\NC(=O)c1ccccc1O)c1cccs1 | 6.8 | -5.0 | -7 | 2.1 | 5.4* | -3 | -2 | 2 | 5 | -1.1 | -1.0
CCOC(=O)c1c(C)[nH]c(C)c1C(=O)COC(=O)CNC(=O)C1CCCCC1 | 0.2 | -0.4 | 5 | 0.1 | 0.6 | 2 | 1 | -3 | 0 | -0.2 | 0.7
CCCCn1c(N)c(N(Cc2ccccc2OC)C(=O)CN2C(=O)NC3(CCCC3)C2=O)c(=O)[nH]c1=O | -0.6 | -0.9 | -25 | -1.1 | 1.3 | 4 | 2 | 6 | 2 | -0.8 | 0.1
Cc1cc(C)c(NC(=O)Cn2c(=O)n(Cc3ccco3)c(=O)c3ccccc32)c(C)c1 | -1.7 | 3.2 | 4 | -0.4 | 0.4 | 2 | -1 | 0 | 7 | -1.0 | -0.4
COc1ccc(C(C)=O)cc1Cn1nnc(-c2ccccc2Br)n1 | 0.0 | 0.6 | -6 | -1.7 | -1.1 | 0 | 2 | -2 | -2 | -1.2 | 0.1
Cc1nc2scc(-c3ccc(C(C)C)cc3)c2c(=O)n1N | -0.9 | 1.7 | 1 | -0.7 | -0.9 | -1 | 0 | -1 | -3 | -0.9 | /
COc1ccc(-c2nnn(CC(=O)N(CC(=O)NC3CCCC3)Cc3cccs3)n2)cc1OC | -2.4 | 0.8 | 3 | -1.8 | -1.4 | -11 | -4 | 0 | -6 | -1.8 | -0.2
CCOC(=O)C1=CCN(S(=O)(=O)c2ccccc2)C1c1ccc(C)cc1 (stereo unspecified) | 0.9 | / | -7 | -0.9 | -1.1 | -11 | -6 | -3 | 2 | -1.1 | /
CCCCNC(=O)C1CCN(C/C(C)=C/c2ccccc2)CC1 | -1.3 | -0.2 | -4 | -1.4 | -0.7 | 4 | 1 | -4 | 2 | -1.6 | 1.1
O=C(NC(=S)Nc1ccccc1N1CCCCC1)c1cccs1 | 0.5 | 6.2 | 4 | 4.0 | -0.7 | 3 | -1 | 2 | 8 | -0.9 | -0.7
COc1ccccc1NC(=S)NC1CCCCC1 | -0.1 | -1.0 | 0 | 2.5 | -0.3 | 0 | 3 | 1 | 9 | -1.6 | -0.2
O=C(COc1ccccc1Br)c1ccc2c(c1)OCO2 | -2.1 | -0.1 | 0 | -1.6 | 1.2 | 3 | 2 | 1 | -2 | -1.1 | -0.3
CC[C@]12c3[nH]c4ccc(Cl)cc4c3CCN1C(=O)[C@@H](CC(=O)NCCCOC)C[C@@H]2C(=O)N1CCN(C(=O)C2CC2)CC1 | -0.4 | -1.5 | -6 | -2.3 | -0.3 | 2 | 4 | -5 | 6 | -0.8 | 0.7
CN(C(=O)CSc1cn(CC(=O)N2CCOCC2)c2ccccc12)c1ccccc1 | 0.2 | 0.9 | 5 | 0.5 | -0.5 | 7 | -1 | -2 | -2 | -0.2 | 0.1
COc1cc(C(=O)N2c3ccccc3CC2C)cc(OC)c1OC (stereo unspecified) | 1.1 | -0.3 | 6 | 0.0 | -0.3 | 2 | 0 | 0 | 0 | -0.9 | -0.6
COc1ccc(C(O)Cn2cc([N+](=O)[O-])nc2C)cc1 (stereo unspecified) | -1.7 | 0.3 | -5 | 1.0 | 0.5 | 5 | 3 | -1 | 1 | -0.5 | 0.6
